# ASAP1 GAP inh: blocks human ASAP1-stimulated Arf1 GTP hydrolysis | AID 624377 | GDP FP detection | hit rate 0.19% among 360,000 | inhibition, % at 16.5 µM; in the data active = inhibition above about 25%;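 note: 0% = vehicle with enzyme and substrate and 100% = no enzyme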
# Target sequence (Q9ULH1 325-724 limits assumed): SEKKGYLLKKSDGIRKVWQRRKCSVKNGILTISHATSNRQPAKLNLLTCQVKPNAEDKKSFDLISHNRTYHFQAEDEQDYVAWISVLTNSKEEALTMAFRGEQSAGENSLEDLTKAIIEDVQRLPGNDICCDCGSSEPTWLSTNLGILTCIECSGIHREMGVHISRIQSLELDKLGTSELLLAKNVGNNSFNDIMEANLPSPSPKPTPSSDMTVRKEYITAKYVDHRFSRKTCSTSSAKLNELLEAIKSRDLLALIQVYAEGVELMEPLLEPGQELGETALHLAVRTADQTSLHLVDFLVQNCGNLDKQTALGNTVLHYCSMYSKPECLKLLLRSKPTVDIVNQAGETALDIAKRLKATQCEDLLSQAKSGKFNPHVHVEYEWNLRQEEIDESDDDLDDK
# NPR2 activator: GC-B (human) receptor activation; HEK293-GC-B cells, CNP EC30, cGMP TR-FRET; 0% at EC30 CNP, 100% saturating CNP; activation, % at 10 µM; AID 1920062; hit rate 0.11% among 370,000; P20594;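 active = activation at 10 µM reaching about 35% in either raw or pattern-adjusted values, limit read from the data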
# rCAG RNA binder: molecules binding r(CAG) RNA repeats; r(CAG) RNA repeat, TO-PRO-1 dye displacement fluorescence; hit rate 1.3% among 370,000; inhibition, % at 3 µM;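 active = inhibition above the plate cutoff, the mean of all test compounds on that plate plus 3 SD, cut at about 35% in these data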;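 note: 0% = DMSO alone and 100% = 100 µM mitoxantrone as full dye displacement; higher means more dye released from RNA so lower well fluorescence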
# Tn6 DDE FP: DD(E)-Tn6 binding inhibition, primary FP screen; Fibrin DD(E) TRITC-Tn6 fluorescence polarization displacement; AID 720509; hit rate 0.21% among 370,000; inhibition, % at 8.3 µM;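 active = inhibition above a per-campaign cutoff: mean of compounds within control limits plus 3 SD, cut at about 15% in these data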;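 note: 0% = median of all compound wells on the plate and 100% = blocking peptide control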
# HGIII-sPLA2 inh: Blocks human group III sPLA2 activity; hit rate 0.56% among 370,000; QFRET BODIPY PC-A2 liposome hydrolysis, fluorescence; inhibition, % at 12.2 µM; AID 743126; Q9NZ20;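 active = inhibition above mean plus 3 SD of compounds lying within the high and low control bounds, cut at about 19% in these data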;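 note: 0% = median of test compound wells and 100% = no enzyme DMSO wells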
# ADAM10 inh: inhibits human ADAM10; O14672; recombinant ADAM10, EDANS/DABCYL FRET peptide cleavage, 3 h; inhibition, % at 7 µM; hit rate 0.62% among 370,000; AID 720582;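 active = inhibition above a per-campaign cutoff equal to the mean of compounds falling between control-based bounds plus 3 SD, cut at about 20% in these data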;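 note: 0% = DMSO wells while the 100% control is not disclosed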
# Target sequence (O14672 214-748 limits assumed): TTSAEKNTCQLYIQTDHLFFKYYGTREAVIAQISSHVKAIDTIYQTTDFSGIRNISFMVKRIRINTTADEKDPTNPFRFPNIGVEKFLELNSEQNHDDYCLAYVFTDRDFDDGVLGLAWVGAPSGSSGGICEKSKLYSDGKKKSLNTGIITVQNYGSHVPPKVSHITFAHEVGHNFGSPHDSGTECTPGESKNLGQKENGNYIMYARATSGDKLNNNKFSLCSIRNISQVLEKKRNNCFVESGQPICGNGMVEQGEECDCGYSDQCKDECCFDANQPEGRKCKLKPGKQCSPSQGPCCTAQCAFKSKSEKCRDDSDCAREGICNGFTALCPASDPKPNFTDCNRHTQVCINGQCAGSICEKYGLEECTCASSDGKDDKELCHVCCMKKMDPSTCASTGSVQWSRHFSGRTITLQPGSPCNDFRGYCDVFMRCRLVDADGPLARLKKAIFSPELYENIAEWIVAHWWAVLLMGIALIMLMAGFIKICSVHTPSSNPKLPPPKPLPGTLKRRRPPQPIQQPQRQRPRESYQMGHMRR
# NPR1 activator: GC-A (human) enzyme activation; hit rate 0.14% among 370,000; activation, % at 10 µM; P16066; AID 1671463; HEK293 GC-A cells, cGMP TR-FRET, EC30 ANP; 0% at EC30 ANP, 100% saturating ANP; in the data active = activation above about 40%
# FXN GAA850 act: frataxin GAA850 promoter activation. HEK293 lucGAA850 FXN promoter luciferase reporter, 24 h; percent of 10 µM SAHA response. activation, % at 6 µM. hit rate 0.56% among 360,000. AID 540364;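 active = activation above the average of all compounds screened plus 3 SD, cutoff fixed separately per campaign, cut at about 7.5% in these data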;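 note: 0% = DMSO wells and 100% = 10 µM SAHA wells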
# KLK7 zymogen act: activates the human kallikrein-7 zymogen. purified proKLK7, EDANS-DABCYL substrate fluorescence; 100% is mature enzyme control, 0% vehicle. activation, % at 7 µM. hit rate 0.9% among 370,000. AID 652039;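 active = activation above the mean of all tested compounds plus 3 SD, computed per campaign excluding outliers beyond control limits, cut at about 13% in these data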
# ARFGAP1 inh: inhibitors of rat ARFGAP1 | Arfgap1-stimulated ARF1 GTP hydrolysis, GDP FP detection | inhibition, % at 16.5 µM | hit rate 0.26% among 360,000;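 active = inhibition above a per-plate limit, mean inhibition of low control wells plus 3 SD, cut at about 25% in these data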;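 note: 0% = DMSO wells with enzyme and 100% = wells lacking Arfgap1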
# Target sequence (Q62848 1-136 limits assumed): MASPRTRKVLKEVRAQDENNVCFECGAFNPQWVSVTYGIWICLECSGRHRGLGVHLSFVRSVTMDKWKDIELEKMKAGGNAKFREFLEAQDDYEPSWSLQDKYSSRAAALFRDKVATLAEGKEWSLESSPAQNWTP
#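 System: truncated rat Arfgap1 GAP domain / Medium: HEPES-based buffer, pH 7.5 / Also added: N-terminally truncated human ARF1-GTP substrate / Incubation: enzyme reaction 120 min at 25 °C after 20 min preincubation / Measured by: FP of antibody-bound GDP Alexa 633 tracer, ex 620/em 688 nm / Replicates: singlicate, each compound tested once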
# * = called active by the depositor; . = not tested or not shown.
SMILES,ASAP1 GAP inh,NPR2 activator,rCAG RNA binder,Tn6 DDE FP,HGIII-sPLA2 inh,ADAM10 inh,NPR1 activator,FXN GAA850 act,KLK7 zymogen act,ARFGAP1 inh
Cc1cnc(N)nc1-c1ccccc1,-1,4,1,3,-1,-28,-1,1.2,1.4,1
COc1cc(OC)cc(-c2c(-c3ccc(F)cc3)c3cc(-c4ccc(OC)nc4)ccc3n2C)c1,3,3,10,3,3,-7,-1,0.9,-0.8,0
Cc1ccc(Cl)cc1NC(=O)CN1C(=O)COc2ccc(S(=O)(=O)N3CCOCC3)cc21,-10,-1,0,16*,0,-2,3,1.2,-0.8,1
COc1ccc(-c2nc(N)nc(C(F)(F)F)c2-c2ccccc2OC)c(O)c1,5,-4,2,8,-3,11,-13,0.1,0.0,-2
COc1ccc(CC(N)c2csc(NC(=O)Cc3ccccc3)n2)cc1 (stereo not drawn),-11,-1,8,-7,5,-10,-1,0.2,0.2,11
CCCOc1ccc(Br)cc1/C=N/O,5,-12,3,-6,-12,7,1,2.2,0.4,-4
CSc1ncnc2c1ncn2CCCN[C@H](C)c1cccc2ccccc12,3,-9,-2,-6,-5,-3,-8,9.6*,0.2,8
S=C(NCc1ccco1)N1CCN(Cc2ccc(Cl)cc2Cl)CC1,10,5,-2,6,0,17,-2,0.5,0.5,-2
Cc1ccc(CN(C)C(=O)c2ccc(NS(=O)(=O)c3ccc4[nH]c(=O)[nH]c4c3)cc2)cc1,0,8,9,-4,-10,-3,1,0.6,-0.3,-5
COc1ccc(OC)c(NC(=O)C(=O)N/N=C/c2ccccc2[N+](=O)[O-])c1,14,-2,0,-1,5,6,2,1.7,0.2,4
Cc1ccc(CN2CCC(=O)N2)cc1,9,4,4,-8,2,0,7,0.8,0.3,19
CCN(C(=O)COC(=O)c1ccc(Sc2ncn[nH]2)c([N+](=O)[O-])c1)c1ccccc1,.,-1,14,2,-25,-1,2,.,-0.9,.
COc1ccc(Nc2ncnc3c2cnn3Cc2ccc(C)cc2)cc1,14,6,5,-3,-13,11,3,-1.3,0.4,-2
Cc1cc(NC2CCCCC2)nc(N2CCOCC2)n1,3,-4,-5,6,-2,-2,4,1.6,-0.7,-7
COc1cc(NC(=O)C(=O)Nc2ccc3nc4n(c(=O)c3c2)CCCCC4)cc(OC)c1OC,-6,0,-4,2,5,0,2,2.7,-0.2,8
CCn1c2ccccc2c2cc(NC(=O)Cc3ccc(S(=O)(=O)N4CCOCC4)s3)ccc21,-3,-3,22,-3,-9,12,-10,3.6,0.6,3
O=S1(=O)N=C(Nc2ccc(S(=O)(=O)N3CCCCC3)cc2)c2ccccc21,-8,4,16,-13,-7,-53,-4,-2.4,-0.1,1
Cc1nc2ccccc2c(=O)n1NC(=O)c1cccc([N+](=O)[O-])c1,3,5,-1,1,1,-1,3,3.0,-0.3,0
CCOC(=O)c1ccccc1NC(=O)C1CC(=O)N(C(C)(C)C)C1 (stereo not drawn),0,7,-8,-8,2,-3,1,2.5,0.3,-2
CCOC(=O)C(C)Sc1ccc2nnc(CCNS(=O)(=O)c3ccccc3)n2n1 (stereo not drawn),0,-5,-3,0,-1,-2,-3,0.4,-0.2,-13
C=CCn1c(=O)c2c(nc3n2CC(C)CN3c2cccc(OC)c2)n(C)c1=O (stereo not drawn),-12,-2,0,8,5,-5,1,1.6,-0.9,-6
Cc1cccc(NC(=O)CSc2nccn2Cc2ccco2)c1,-13,-15,-5,0,-10,5,-12,4.2,-0.5,6
O=C(O)C(c1ccccc1)N1CCCC1 (stereo not drawn),-1,2,3,-2,12,-8,-3,-1.2,-0.9,5
Cc1csc(SCC(=O)Nc2sc3c(c2C#N)CCC3)n1,-6,-3,9,5,1,3,-6,2.0,0.0,8
CCCC1OC(c2cc3c(cc2Cl)OCO3)OCC1CC (stereo not drawn),12,-4,-2,2,4,-2,-13,-0.2,0.0,4
Cc1ccc(NCc2nnc(SCC#N)o2)c(C)c1,-11,0,3,0,-11,6,-4,-2.6,-0.3,13
COc1ccc(C(=O)Cn2c(NCCCO)nc3ccccc32)cc1,-8,1,2,-1,-24,4,4,0.6,-0.4,-3
NC(=O)CC(NC(=O)Cc1ccc(Cl)cc1)c1ccc(NC2CCCCCCC2)c([N+](=O)[O-])c1 (stereo not drawn),-8,3,6,3,2,-7,0,1.9,-0.3,12
CC(=O)C[C@H]1c2ccccc2S(=O)(=O)N1C1CCCC1,-4,1,2,-4,0,3,-2,0.5,0.0,-5
COc1ccc(C(=O)NCC(=O)N/N=C(\C)Cc2ccccc2)cc1,-8,2,-3,-1,3,4,2,1.4,0.2,0
CCCCc1ccc(NC(=O)Nc2cccnc2)cc1,10,-3,5,-15,-17,6,1,3.8,-0.3,5
O=C(Cn1cnc2c(nnn2-c2ccccc2)c1=O)NCc1ccco1,-3,3,6,2,-1,-6,1,-0.6,-0.3,-6
O=C1CCCc2ccccc2N1Cc1ccccc1,-7,-1,-3,-1,4,-3,-5,2.0,0.2,4
Nc1nc2ncccn2c1-c1ccc(F)cc1,0,1,3,-5,5,-75,2,.,9.0,-3
CN(CC(=O)O/N=C(\N)c1ccc([N+](=O)[O-])cc1)S(=O)(=O)c1ccccc1,-11,0,-1,-2,2,-1,0,-0.9,0.3,-6
O=C(C1CCN(S(=O)(=O)N2CCCCC2)CC1)N1CCCCC1,3,-1,-8,-3,9,-8,5,-2.5,0.5,0
O=[N+]([O-])c1ccc(Cc2ccc([N+](=O)[O-])cc2)cc1,2,-2,0,3,7,-16,-3,-0.1,-0.4,0
Cc1ccccc1/C=C/c1nc2ccccc2c(=O)n1Cc1ccccc1,-3,13,2,1,3,-1,7,3.7,-0.3,8
COc1ccc(C(=S)N2CCN(c3ccccc3Cl)CC2)cc1OC,0,10,-5,6,5,7,1,2.6,0.9,-8
Fc1ccccc1CSc1ncnc2c1ncn2C1CCCCO1 (stereo not drawn),-5,7,0,-1,8,-15,4,3.9,0.2,-3
CCOc1ccc(N(CC(N)=O)S(=O)(=O)c2ccc(F)cc2)cc1,-9,1,-4,-8,0,2,-1,-1.0,-0.1,14
COC(C[C@H](O)C[C@H](O)[C@H](C)OCc1ccccc1)OC,-5,4,-5,2,2,-11,0,-2.0,-0.4,-6
O=c1[nH]c2cc(O)ccc2c2ccccc12,-9,1,7,5,-2,-167,4,2.8,-19,-6
COc1ccccc1NC(=O)Cc1noc(CSc2cccc[n+]2[O-])n1,-3,-3,5,4,-4,2,4,0.0,0.1,3
COc1ccc(CC(=O)NCCCc2ccccc2)cc1OC,10,-1,-4,0,-4,-4,-1,1.3,-0.9,-2
COc1ccccc1N1C(=O)CSC1=NC(=O)c1ccccc1,-21,-4,5,3,-41,0,2,0.4,0.6,0
CN(C)S(=O)(=O)c1ccc(N/C=C(\[N+](=O)[O-])S(=O)(=O)c2ccccc2)cc1,3,2,5,2,-10,1,-1,1.9,0.3,2
CCOC(=O)CNC(=O)COc1ccc(Cl)cc1Br,-8,0,-2,-2,5,7,7,-0.1,0.3,-5
CCN(CC)CCn1c2ccccc2c2cnc(N)c(C#N)c21,-10,-5,2,0,1,-427,-4,-2.9,18*,-2
CCC(C)c1ccccc1NC(=O)C(C)N(C)Cc1cccc(OC)c1 (stereo not drawn),11,-5,-10,-5,-3,1,-4,-1.0,0.0,5
CC1CCCCN1C(=O)CN1C(=O)CN(C)C(=O)c2ccccc21 (stereo not drawn),17,5,-2,-5,5,-2,4,0.5,0.4,-1
CCOC(=O)C1CCN(S(=O)(=O)c2c(C)noc2C)CC1,5,1,-5,6,8,4,3,-0.8,-0.8,3
COc1cccc(CN2CCN(Cc3cccn3-c3cccnc3)CC2CCO)c1 (stereo not drawn),-4,-1,-6,5,-4,8,1,-2.1,0.1,-6
CN1C(C)(C)CC(NC(=O)CCC(=O)NC2CC(C)(C)N(C)C(C)(C)C2)CC1(C)C,5,3,-1,8,6,-3,4,1.5,0.8,-5
CCOc1ccc(C(=O)COC(=O)Cn2cnc3c2c(=O)n(C)c(=O)n3C)cc1,-17,-2,3,2,0,-6,0,0.3,-0.2,0
O=c1[nH]c(Cc2ccc(F)cc2)nc2scc(-c3ccc(F)cc3)c12,-11,-3,2,2,-14,1,0,4.8,-0.5,-6
CCOC(=O)N1CCC(Nc2c(NCCCN(CC)c3cccc(C)c3)c(=O)c2=O)CC1,-9,18,1,2,-14,0,4,2.4,-0.6,-6
Cc1nnc(SCC(=O)Nc2ccccc2NC(=O)CSc2nnc(C)s2)s1,-4,3,-2,4,5,1,0,0.6,-0.8,6
O=S(=O)(O)c1nc2ccccc2[nH]1,-3,2,-4,-3,1,-1,2,-0.1,0.0,-3
COc1ccc(NS(=O)(=O)c2cccc(C(=O)NN=Cc3ccc(OC)c(O)c3)c2)cc1,7,-5,9,-10,-27,-23,-9,1.2,0.2,1

# Sorted by the number under KLK7 zymogen act (rising): some entries from above.
SMILES	ASAP1 GAP inh	NPR2 activator	Tn6 DDE FP	HGIII-sPLA2 inh	ADAM10 inh	NPR1 activator	KLK7 zymogen act	ARFGAP1 inh
CCOC(=O)C1CCN(S(=O)(=O)c2c(C)noc2C)CC1	5	1	6	8	4	3	-0.8	3
CCOc1ccc(C(=O)COC(=O)Cn2cnc3c2c(=O)n(C)c(=O)n3C)cc1	-17	-2	2	0	-6	0	-0.2	0
CCC(C)c1ccccc1NC(=O)C(C)N(C)Cc1cccc(OC)c1 (stereo not drawn)	11	-5	-5	-3	1	-4	0.0	5
CCN(CC)CCn1c2ccccc2c2cnc(N)c(C#N)c21	-10	-5	0	1	-427	-4	18*	-2

# More records follow:
SMILES,ASAP1 GAP inh,NPR2 activator,rCAG RNA binder,Tn6 DDE FP,HGIII-sPLA2 inh,ADAM10 inh,NPR1 activator,FXN GAA850 act,KLK7 zymogen act,ARFGAP1 inh
CCOc1cccc2c1OC1(C)CC2NC(=O)N1Cc1ccccc1 (stereo not drawn),12,5,2,-6,-2,12,1,1.9,0.2,-2
COc1cc(/C=C(/C#N)C(=O)Nc2cc(C(F)(F)F)ccc2Cl)ccc1OCC(=O)Nc1cccc(C(F)(F)F)c1,-1,-6,6,-2,-8,-6,-4,-0.7,0.2,3
CC(=O)c1cc(CN2CCC(N3CCC(C(=O)N4CCCC4)CC3)CC2)cs1,-6,-2,-5,2,-2,4,2,-0.6,-0.3,7
O=C(O)c1ccc(NC(=O)c2cn(-c3ccccc3)nc2-c2ccc(Cl)cc2)cc1,5,-9,81*,-5,-33,12,-5,3.0,0.3,0
COc1ccc(NC(=O)Cn2nc(C(F)(F)F)c3c2CCCC3)c(OC)c1,1,0,-2,-12,-1,5,0,-0.8,-0.4,-9
CSc1ccccc1NC(=O)Nc1cccc(Cl)c1Cl,-4,-6,-2,-6,4,-6,0,2.7,-0.4,3
O=C(NCCc1ccc(Cl)cc1)c1ccc2c(c1)ncn2C1CCCCC1,.,-6,3,-1,-1,-1,-2,.,0.3,.
c1ccc(-n2cnc3ccccc32)cc1,0,-2,-2,-6,4,7,-7,-2.8,-0.3,10
COc1cccc(C(=O)NCCC2=CCCCC2)c1,10,-1,10,1,-1,7,2,0.8,0.1,0

# High-throughput results: PubChem, several laboratories
